OXTR ag: human OXTR agonists, primary screen, fluorescence, CHO-OTR cells, Fluo-8 calcium; activation, % at 3 µM; hit rate 0.32% among 320,000; Fluo-8 calcium fluorescence; normalized: DMSO 0%, oxytocin 100%; Oxytocin receptor (Homo sapiens), P30559;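 active = activation above the mean of all tested compounds plus 3 SD, cutoff set per screening run, cut at about 20% in these data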;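 note: peak over basal fluorescence ratio from a 100 s FLIPR kinetic read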
Target sequence (P30559 whole entry, looked up): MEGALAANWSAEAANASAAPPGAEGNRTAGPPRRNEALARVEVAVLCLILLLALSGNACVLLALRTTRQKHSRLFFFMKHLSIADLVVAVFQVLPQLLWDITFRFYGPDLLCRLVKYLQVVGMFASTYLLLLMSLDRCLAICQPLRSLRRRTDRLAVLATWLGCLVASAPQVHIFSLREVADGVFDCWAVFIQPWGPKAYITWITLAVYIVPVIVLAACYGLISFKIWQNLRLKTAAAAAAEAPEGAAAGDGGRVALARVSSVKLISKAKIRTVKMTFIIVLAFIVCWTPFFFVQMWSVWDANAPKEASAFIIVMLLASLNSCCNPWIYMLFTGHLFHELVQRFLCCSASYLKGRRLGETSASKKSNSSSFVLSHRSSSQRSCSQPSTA
V1R ag counter: agonists of human V1a receptor, primary screen, counter-screen for OXTR agonist project, fluorescence, CHO-V1R cells; Vasopressin V1a receptor (Homo sapiens), P37288; Fluo-8 calcium fluorescence, agonist mode; 0% DMSO, 100% 3 nM vasopressin; activation, % at 3 µM; hit rate 0.25% among 320,000;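 active = activation above the mean activation of all tested compounds plus 3 SD, per screening run, cut at about 20% in these data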;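 note: signal is peak over basal fluorescence ratio across a 100 second FLIPR read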
OXTR potentiator: human OXTR potentiators, primary screen, fluorescence, CHO-OTR cells, Fluo-8 calcium; Oxytocin receptor (Homo sapiens), P30559; Fluo-8 calcium fluorescence, potentiator mode; 0% = oxytocin EC15, 100% = EC100; activation, % at 3 µM; hit rate 0.061% among 320,000;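 active = activation above that plate's cutoff, the mean activation of tested compounds plus 3 SD, cut at about 6.6% in these data, passing the limit was not always enough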;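 note: 100% uses oxytocin at 75 nM as the full agonist control; some results filed as inactive read as strong as hits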
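Assay system: CHO cell line stably expressing human OTR | Also added: Oxytocin at about EC15, sub-maximal agonist stimulus | Times: Compound 6 min at room temperature before oxytocin, 100 s read | Measured by: Fluo-8 intracellular calcium fluorescence, ex 470-495, em 515-575 nm | Controls: EC15 oxytocin alone as 0%, 75 nM oxytocin as 100%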
NALP1 yeast inh: NALP1 inflammasome inhibitors in reconstituted yeast, colorimetric, S. cerevisiae, triplicate retest; inhibition, % at 10 µM; hit rate 0.61% among 280,000; AID 2071, 2009; S. cerevisiae NALP1/ASC/caspase-1 growth, X-gal OD620, 72 h; in the data active = inhibition mostly above about 24%, no sharp cut-off; inactive = mostly below about 32%; note: some compounds called inactive have numbers as strong as hits
MEKK2 WT-MEK5: modulators of MEK5 binding to wildtype MEKK2, primary screen, biochemical, multiplex bead flow cytometry, Alexa488-MEK5. AID 1531, 2009. hit rate 1.1% among 290,000. binding response (% of control), % at 10 µM. Alexa488-MEK5 binding to MEKK2 WT; actives lie on both sides. Mitogen-activated protein kinase kinase kinase 2 (Homo sapiens), Q9Y2U5; in the data active = binding response below about 67% or above about 130%
GPR7 antagonist: GPR7 receptor antagonists, primary screen, cell-based, fluorescence, single concentration; Neuropeptides B/W receptor type 1 (Homo sapiens), P48145; GPR7-expressing cells, fluorescence antagonist assay; inhibition, % at 4.4 µM; hit rate 1.1% among 290,000; in the data active = inhibition above about 16%, passing the limit was not always enough;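 note: cells stimulated with the agonist NPW; 0% = agonist with vehicle and 100% = vehicle without agonist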
Target sequence (P48145 whole entry, looked up): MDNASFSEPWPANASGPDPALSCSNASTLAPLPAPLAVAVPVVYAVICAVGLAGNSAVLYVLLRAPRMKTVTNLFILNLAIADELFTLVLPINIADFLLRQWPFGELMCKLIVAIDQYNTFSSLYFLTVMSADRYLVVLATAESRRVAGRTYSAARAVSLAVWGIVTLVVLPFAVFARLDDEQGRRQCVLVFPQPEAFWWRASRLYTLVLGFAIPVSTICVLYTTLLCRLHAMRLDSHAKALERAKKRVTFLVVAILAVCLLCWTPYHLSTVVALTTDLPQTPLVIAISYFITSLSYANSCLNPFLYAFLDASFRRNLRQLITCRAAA
PfM18AAP inh: PfM18AAP inhibitors, malaria aminopeptidase, primary screen, biochemical, QFRET, recombinant enzyme; M18 aspartyl aminopeptidase (Plasmodium falciparum 3D7); hit rate 1.2% among 290,000; AID 1822, 2009; inhibition, % at 7.35 µM; H-Glu-NHMec fluorogenic cleavage;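 active = inhibition above the campaign mean inhibition over all tested compounds plus 3 SD, cut at about 28% in these data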;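 note: 0% = plate median of test compound wells and 100% = 2 mM ZnCl2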
MEKK2 mut-MEK5: MEK5 binding signal on mutant MEKK2 PB1, primary screen, biochemical, multiplex bead flow cytometry, Alexa488-MEK5; Alexa488-MEK5 binding to MEKK2 mutant; percent response, % at 10 µM; hit rate 0.35% among 290,000; AID 1530, 2009; in the data active = percent response above about 24%, passing the limit was not always enough; note: inactives centre near 1; some results filed as inactive read as strong as hits
GalR3 antagonist: GalR3 antagonists in HEK293 cells, primary screen, cell-based, fluorescence readout | AID 651719, 2012 | inhibition, % at 3 µM | hit rate 0.44% among 360,000 | HEK293 GalR3-CNG cAMP membrane potential fluorescence; galR3 body fused to GalR1 C-terminus;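 active = inhibition above the screen-wide average plus 3 SD, cut at about 13% in these data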;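 note: forskolin and galanin both at EC90 stimulate the cells; cAMP rise reported by CNG channel membrane potential dye signal; 0% = forskolin plus galanin with DMSO and 100% = forskolin alone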
Target sequence (O60755 1-299 limits assumed): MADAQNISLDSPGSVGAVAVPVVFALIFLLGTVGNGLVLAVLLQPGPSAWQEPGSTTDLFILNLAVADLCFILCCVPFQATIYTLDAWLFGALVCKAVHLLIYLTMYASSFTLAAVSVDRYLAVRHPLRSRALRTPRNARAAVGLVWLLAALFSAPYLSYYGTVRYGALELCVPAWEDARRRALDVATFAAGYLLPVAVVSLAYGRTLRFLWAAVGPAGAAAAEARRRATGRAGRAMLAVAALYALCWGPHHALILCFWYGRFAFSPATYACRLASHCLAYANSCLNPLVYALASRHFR
* marks the source's active call; other numbers are inactive results; nt = no result given.

SMILES | OXTR ag | V1R ag counter | OXTR potentiator | NALP1 yeast inh | MEKK2 WT-MEK5 | GPR7 antagonist | PfM18AAP inh | MEKK2 mut-MEK5 | GalR3 antagonist
CC(=O)c1cc(-c2ccccc2)n(CC(=O)NC(C)(C)C)c1C | -0.9 | -0.2 | -9 | 1 | 102 | -3 | -1 | -1 | -3
COC(=O)CCCSc1nccn1-c1ccccc1 | -0.8 | -0.8 | -16 | 7 | 89 | -11 | -9 | -7 | -2
O=C(COC(=O)c1cc(Br)ccc1O)Nc1cc(S(=O)(=O)N2CCCC2)ccc1Cl | nt | nt | nt | 12 | 107 | 3 | -2 | 6 | 4
O=C(NCCCCNC(=O)c1ccccc1F)c1ccccc1F | -0.6 | 0.4 | -9 | -4 | 112 | -9 | -1 | 6 | -3
COc1ccc(CNC(=O)CCCCCn2c(SCC#N)nc3cc4c(cc3c2=O)OCO4)cc1 | -0.9 | -0.8 | -5 | 24 | 91 | 2 | -1 | -1 | -3
c1ccc(-c2nnc(CN3CCCCC3)o2)cc1 | -0.3 | -0.3 | -8 | 28 | 104 | -17 | -3 | 0 | -7
CC(=O)NC(CCS(C)(=O)=O)C(=O)Nc1c(C)cccc1C (stereo unspecified) | 0.5 | -0.3 | -3 | 26 | 106 | -9 | -2 | 7 | nt
Nc1ccc(C(=O)c2cccs2)cc1 | -1.0 | -0.1 | -6 | 48* | 90 | -9 | 1 | -4 | 2
COc1ccc(/C=N/NC(=S)SC)cc1OC | -0.6 | 0.5 | -7 | -18 | 93 | 0 | 12 | -2 | -5
CC(C)(C)NC(=O)CN(C(=O)CNS(=O)(=O)c1ccccc1)c1ccc2c(c1)OCCO2 | -0.9 | -0.1 | 2 | 10 | 106 | -1 | 11 | 3 | -2
Cn1cccc1C(=O)OCC(=O)Nc1cccc(S(=O)(=O)N2CCOCC2)c1 | 1.0 | 2.3 | -8 | 7 | 95 | -7 | 2 | -4 | 10
CCN(C[C@H]1N[C@@](CC)(C(=O)OC)[C@H]2C(=O)N(C)C(=O)[C@@H]12)C(=O)Nc1ccc(F)cc1 | -0.9 | 0.8 | -2 | nt | nt | nt | nt | nt | 4
COc1cc(C(=O)NCc2nnc(SCC(=O)N3CCc4ccccc43)o2)cc(OC)c1OC | -0.5 | -0.2 | 2 | 15 | nt | 30* | -16 | nt | -4
COc1ccc(CCNC(=O)COc2ccc(S(=O)(=O)N3CCCC3)cc2)cc1 | 0.1 | 0.1 | -7 | 12 | 94 | -4 | 3 | -8 | -6
CCOC(=O)N1CCN(C(=O)c2ccc(C)c(S(=O)(=O)Nc3ccccc3)c2)CC1 | -1.6 | -0.2 | -7 | 17 | 105 | -3 | 2 | 9 | 1

Brought forward from above: two compounds; new compounds follow.
SMILES | OXTR ag | V1R ag counter | OXTR potentiator | NALP1 yeast inh | MEKK2 WT-MEK5 | GPR7 antagonist | PfM18AAP inh | MEKK2 mut-MEK5 | GalR3 antagonist
COc1ccc(CCNC(=O)COc2ccc(S(=O)(=O)N3CCCC3)cc2)cc1 | 0.1 | 0.1 | -7 | 12 | 94 | -4 | 3 | -8 | -6
CCOC(=O)N1CCN(C(=O)c2ccc(C)c(S(=O)(=O)Nc3ccccc3)c2)CC1 | -1.6 | -0.2 | -7 | 17 | 105 | -3 | 2 | 9 | 1
CCOC(=O)N1CCN(C(=O)c2ccc(N(Cc3ccccc3)S(C)(=O)=O)cc2)CC1 | 1.3 | 0.7 | -3 | -2 | 130 | -2 | -4 | 25 | -2
Nc1ccc2c(c1)OC1(CCCC1)O2 | -0.7 | -0.3 | -3 | -15 | 99 | -9 | 3 | -1 | -3
CC1CC(C)CN(S(=O)(=O)c2ccc(C(=O)NCc3ccc4c(c3)OCO4)cc2)C1 (stereo unspecified) | 1.9 | 0.8 | -15 | 46 | 97 | 4 | 5 | -1 | -3
Cc1nnc(CN(C)Cc2cn[nH]c2-c2ccc(-c3ccccc3)cc2)o1 | 0.4 | 2.1 | -13 | 13 | 97 | 0 | 4 | 6 | -1
CCCCC(=O)Nc1ccc(C(=O)Nc2ccc(OC)cc2[N+](=O)[O-])cc1 | 2.2 | 5.3 | -8 | 28 | 116 | -5 | -2 | 13 | -3
O=C(NCCS(=O)(=O)NCc1ccc(F)cc1)c1ccc2c(c1)OCO2 | -0.8 | 0.8 | 5 | nt | nt | nt | nt | nt | -2
c1ccc(Cn2nnc3c(NCc4ccc5c(c4)OCO5)ncnc32)cc1 | 0.8 | -0.3 | -3 | nt | 69 | 9 | -9 | -34 | -3
C=C1CCC(N(O)c2cc(C)on2)C(=C)CCC2C1CC2(C)C (stereo unspecified) | -1.9 | 4.1 | -5 | nt | nt | nt | nt | nt | -5
NC(=O)c1cc(-c2csc(NCCc3ccccc3)n2)ccc1O | 1.2 | 2.0 | -10 | 10 | 103 | -1 | 12 | 2 | -1
O=C(Nc1ccc(F)c(Cl)c1)C1CC(=O)n2c(nc3ccccc32)N1 (stereo unspecified) | 0.4 | -0.6 | 0 | 0 | 96 | -12 | 0 | -3 | -1
COc1ccc2c(c1)c1nnc(SCC(=O)Nc3ccccc3F)nc1n2C | 0.1 | -0.5 | -3 | -15 | 113 | -15 | -1 | 9 | -6
COc1ccc(CC(CC(=O)O)C(=O)Nc2ccccc2)cc1 (stereo unspecified) | 0.0 | 0.4 | -3 | 6 | 103 | 6 | -15 | -1 | 3
Cc1nn2c3ccccc3n(CC(=O)c3cccs3)c2nc1=O | -1.4 | -0.1 | -10 | 8 | 98 | -4 | -12 | -2 | -5
COc1ccccc1Cn1c(C)nc2ccccc21 | 5.3 | 7.7 | -15 | 4 | 113 | 1 | 0 | 13 | 2
Cc1nnc2n(C)c(=O)c3c4c(sc3n12)COC(C)(C)C4 | 2.8 | 1.0 | -1 | nt | nt | nt | nt | nt | 1
COC(=O)c1cccc(NC(=O)c2ccc3c(c2)C(=O)N(C(C)(C)C)C3=O)c1 | -2.1 | 2.5 | -12 | 14 | 102 | -17 | -11 | 6 | -5
COC(=O)N1CCN(c2ccc(OC)cc2)CC1 | 2.1 | -0.4 | -4 | 27 | 106 | -4 | -14 | 5 | -5
Cc1ccc(OCC(=O)Oc2ccc(C(C)C)cc2)cc1 | -1.2 | -0.1 | -4 | -9 | 101 | -2 | 1 | -4 | -11
CC(C)CCN(C(=O)c1ccccn1)c1c(N)n(Cc2ccccc2)c(=O)[nH]c1=O | 1.0 | -0.7 | 4 | nt | nt | nt | nt | nt | -5
COCCCn1c(SCC(=O)Nc2sc3c(c2C#N)CCCC3)nnc1-c1ccncc1 | -0.5 | -1.1 | -3 | 18 | 100 | -11 | 10 | 6 | -1
Cc1cc2c(c(=O)n1Cc1ccco1)C(c1ccccc1)C(C#N)=C(N)O2 (stereo unspecified) | 0.8 | -0.4 | -8 | -6 | 102 | -4 | 0 | 3 | -2
Cc1cccc(Cn2c(C)nc3c(N)c(C)c(C)cc32)c1 | 0.3 | 1.9 | -4 | 23 | 100 | -16 | 2 | -5 | -7
CC(=O)C12CCCCC1CC1[C@@H]3CC(C)C4=CC(=O)CC[C@]4(C)C3CC[C@@]12C (stereo partly specified) | nt | nt | nt | 13 | 93 | 7 | 0 | -5 | -9
CS(=O)(=O)N1CCCC(C(=O)Nc2ccc3c(c2)OCCO3)C1 (stereo unspecified) | -1.1 | 0.1 | -7 | 0 | 93 | -7 | -5 | -10 | -5
O=C(COC(=O)c1cccnc1Cl)NCC1CCCO1 (stereo unspecified) | -0.5 | -0.2 | -6 | -4 | 99 | 3 | 2 | 1 | -1
Cc1nn(C(C)C)c(C)c1[C@@H]1C[C@H]2CN(Cc3cccc(Cl)c3)C(=O)[C@]23CCCN13 | 0.7 | 0.1 | -9 | nt | 90 | 5 | -6 | -4 | -3
COc1ccc(CCNC(=O)CN(c2cc(OC)ccc2OC)S(=O)(=O)c2ccccc2)cc1 | 3.3 | 2.9 | -15 | -7 | 99 | -12 | 1 | 1 | -11
Cc1ccc(NCC(=O)N/N=C/c2ccncc2)cc1 | -0.5 | 0.8 | -9 | 3 | 127 | -9 | -1 | 6 | 1
O=C(COC(=O)CSc1ccc2ccccc2c1)Nc1ccccc1OC(F)F | 1.9 | 2.5 | -8 | 30 | 94 | -3 | 0 | 11 | -4
CC(C)C(=O)N1CCN(c2ccccc2NC(=O)c2ccco2)CC1 | -1.0 | 2.1 | -11 | 2 | 92 | 15 | -6 | -9 | -10
OC1(c2ccccn2)COc2ccccc2O1 (stereo unspecified) | 0.0 | -1.1 | -14 | nt | 80 | 2 | 8 | -16 | 4
COc1cccc(C(=O)NC2CC3CCCC(C2)N3CC(=O)Nc2ccccc2)c1 (stereo unspecified) | -1.1 | -1.3 | -11 | 9 | 100 | -3 | -3 | 1 | -5
O=C(Cc1cccc2ccccc12)Nc1cccnc1 | 1.7 | 3.8 | -2 | 8 | 94 | 1 | -6 | -1 | -3
O=C(CSc1nc2ncccc2[nH]1)NCc1ccccc1 | 0.5 | 0.6 | 1 | -19 | 97 | 1 | 1 | -4 | -2
O=C(NCc1ccc(F)cc1)C(=O)NCC1OCCCN1S(=O)(=O)c1cccs1 (stereo unspecified) | -0.4 | 0.3 | 3 | 12 | 101 | -19 | 0 | 2 | -2
COc1ccccc1NC(=O)c1csc2c1CCC(C)C2 (stereo unspecified) | -2.2 | -0.7 | -5 | 0 | 88 | -18 | -8 | -11 | 5
CCC(=O)N1CCN(c2nnc(-c3ccccc3)c3ccccc23)CC1 | -0.5 | 0.2 | -16 | -11 | 110 | 4 | -3 | 4 | -11
CC(C)NC(=O)Nc1n[nH]c(Nc2ccc(Cl)cc2)n1 | 0.1 | 0.0 | 6 | 4 | 90 | -2 | 40* | -7 | -2
CC(C)(C)OC(=O)NCCCCc1cn(CC(=O)N2CCN(C(=O)OC(C)(C)C)CC2)nn1 | 1.9 | 1.1 | -8 | 5 | 93 | 1 | -1 | 2 | -6
COc1ccc(CCn2c(=O)[nH]c3cc(C(=O)NCCCN4CCOCC4)ccc3c2=O)cc1OC | 1.0 | 0.3 | -5 | 21 | 99 | 7 | 0 | -2 | -2
CSC[C@H](NC(=O)Cc1c(C)c2cc3c(C)c(C)oc3cc2oc1=O)C(=O)N[C@@H](Cc1ccccc1)C(=O)O | -1.2 | -0.2 | -7 | 8 | 98 | -6 | 2 | 1 | nt
CN(C)c1ccc(O)c2c1CC1CC3[C@@H](N(C)C)C(=O)C(C(N)=O)=C(O)[C@]3(O)C(=O)C1=C2O (stereo partly specified) | -0.1 | -0.6 | -2 | 136 | 91 | 0 | 23 | 2 | nt
O=C(CCS(=O)(=O)c1ccc(Cl)cc1)Nc1nnc(-c2cccs2)o1 | -0.3 | 0.0 | 1 | nt | nt | nt | nt | nt | 4
